Screening data: PubChem BioAssay, National Center for Advancing Translational Sciences (NCATS)
p53ts 32C kill: kills p53ts cells at the permissive temperature | actives 0.93% (n = 130,000) | H1299-p53A138V at 32C, ATP luminescence viability, 24 h | Potency, µM (series often up to 46.1 µM), without a hit: at the highest dose activity change, negative = cytotoxicity, usual class: cytotoxic | AID 924;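 further: 0% = DMSO and -100% = full killing by reference compound; nearly all actives have a fitted effect of over 55% in size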
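ATP-content luminescence (ATPlite) read-out after 24 h compound exposure at 32C in H1299-p53A138V cells (600/well). Tested up to 46 uM. Normalized to DMSO (0%) and 100 uM tamoxifen (100% killing); Hill-fit AC50.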
p53ts 39C kill: p53ts cell cytotoxicity, nonpermissive temperature; H1299-p53A138V viability at 39C, ATP luminescence, 24 h; Potency, µM (doses to about 46.1 µM), for inactives: at the highest dose activity change, negative = cell killing, usual class: cytotoxic; actives 1.5% (n = 130,000); AID 902; further: nearly all actives have a fitted effect of over 55% in size
IkB sig inh: inhibitors of IkB signaling in ABC-DLBCL cells; ABC-DLBCL IkBa-CBG/CBR dual luciferase ratio, 4 h; response scale: scaled: untreated 0%, proteasome inhibitor 100%; Potency, µM (doses to about 57.1 µM), for inactives: at the top dose IkBa stabilization activation; actives 0.04% (n = 110,000); active means well fitted curve in the direction sought with a large enough effect in the signal ratio, not every such curve was filed as active; inconclusive means small, poorly fitted or top-dose-only effect, or a change in a side signal; the % refers to the signal ratio;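 further: the direction sought is a rising ratio; 0% = basal untreated cells and 100% = reference inhibitor full response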
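Curves were fitted separately to fusion (green), unfused (red) and ratio luminescence, then classed by r2, magnitude and activity. Cells: OCI-Ly3, 4 h compound plus doxycycline at 37C; 10 uM MG-132 defined full response.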
Imprint erasure: genomic imprint erasure induction; Potency, µM (highest dose often 60.7 µM), inactives show top-dose activity change, positive = activation, actives largely listed as activators; actives 0.02% (n = 110,000); mouse ES Peg3-LacZ reporter, beta-gal luminescence, 40 h; AID 1948;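 further: 0% = negative control wells on the plate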
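Gelatin-coated wells received 300 freshly trypsinized female ES cells with a Peg3LacZ-Neo reporter on the maternal allele, then incubated 40 hours at 37C. BetaGlo was added for 5 minutes at room temperature before a single luminescence read.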
* hit, by the source's call; ? = inconclusive; / = not tested or not shown; [ ] = dose if it differs, or a comment. Unless noted, the call rests on the fitted dose curve; in most records, active means well fitted curve in the direction sought with a large enough effect; inconclusive means small, poorly fitted or top-dose-only effect, or another doubt; inactive means no such curve, though single readings can be large; an effect the other way counts as inactive or inconclusive. Unless noted, on the % scale 0 is the no-effect control and ±100 the full control effect; potency means the concentration at half of the fitted maximal effect.

Every second line gives: p53ts 32C kill	p53ts 39C kill	IkB sig inh	Imprint erasure
COc1ccccc1CNC(=O)c1ccc2c(c1)sc1nc(-c3ccc(F)cc3)cn12
    2%	-2%	0.2%	-10%[10.9 µM]
N#Cc1ccccc1S(=O)(=O)N1CCC(Oc2ccc(-n3cnnn3)cc2)CC1
    5%	-2%	-0.8%	-12%[10.9 µM]
C=CCSc1nnc2c(n1)OC=Nc1ccccc1-2
    2%	-5%	2.5%	-11%
NS(=O)(=O)c1ccc(NC(=O)CSc2ccc3ccccc3n2)cc1
    -3%	21%	-1.4%	-19%[10.9 µM]
c1ccc(CCN2CN=C(Nc3nc4ccccc4o3)NC2)cc1
    -7%	-6%	1.2%	-10%
COc1ccc(C)cc1NC(=O)c1nnn(Cc2cccc(Br)c2)c1N
    0%	-15%	0.5%	-9%[10.9 µM]
O=C1[C@H]2[C@H]3[C@H](O)[C@H](O)C/C(=N/OCc4ccccc4)[C@H]3CC[C@@H]2C(=O)N1Cc1ccc2c(c1)OCO2
    -1%[9.22 µM]	1%[9.22 µM]	/	/
CC(Oc1cccc(Cl)c1)C(=O)Nc1cc(=O)n(C)c(=O)n1C (configuration not stated)
    9%	5%	1.9%	-7%
CCN1CCN(C(=O)c2ccc3c(c2)N(Cc2ccccc2)C(=O)c2ccccc2S3=O)CC1 (configuration not stated)
    1%	10%	0.8%	?
CCn1c(=O)cc(O)c2ccccc21
    -2%	-2%	0.2%	-3%
O=C(Nc1ccccc1Cl)c1cc2c(-c3ccccc3)nn(-c3ccccc3)c2s1
    -4%	7%	1.6%	-8%[10.9 µM]
Cc1cnc(CNc2ncnc3ccc(-c4ccccc4Cl)cc23)cn1
    -9%	-16%	5.7%[11.4 µM]	-19%
Cn1cc(/C=C2\SC(=O)N(c3ccccc3)C2=O)c2ccccc21
    21%	10%	/	/
COc1ccccc1CN1CC2(CCN(S(C)(=O)=O)CC2)C1
    3%	0%	-0.6%[11.4 µM]	/
COc1ccc(-c2c(NC(C)=O)n(C)c3ccccc3c2=O)cc1
    -11%	-12%	?	-28%
COc1ccc(S(=O)(=O)n2cnc3cc(C)c(C)cc32)cc1
    -14%	-15%	1.7%	-11%
COc1ccc(NC(=O)N2CC[C@@]3(CCCN(C(=O)c4cc(C(F)(F)F)cc(C(F)(F)F)c4)C3)C2)cc1
    -2%	2%	0.4%[11.4 µM]	/
COc1ccc(CCNC(=O)Cn2cc(C(=O)c3ccc(Cl)cc3)c(=O)c3ccc(C)nc32)cc1OC
    5%	-7%	-0.9%	20%[10.9 µM]
Cc1nc(CC(=O)Nc2ccc(C)c(C)c2)cs1
    -7%	-17%	-0.4%	-5%[10.9 µM]
CCOc1ccccc1C(=O)Nc1ccc(S(=O)(=O)N2CCOCC2)cc1
    7%	-8%	0.0%	-15%
Nc1ccn(-c2ccc(Cl)cc2)c(=O)c1
    -2%	4%	2.0%	-2%
O=C(COC(=O)CCN1C(=O)c2ccccc2C1=O)Nc1ccc(S(=O)(=O)N2CCCC2)cc1
    4%	0%	0.2%	-6%
O=C(CSc1nnc2ccccn12)Nc1cccc(S(=O)(=O)N2CCOCC2)c1
    0%	13%	/	/
COc1ccc(-c2cc(C(=O)Nc3c(C(=O)c4ccc(C)c(F)c4)oc4ccccc34)no2)cc1
    -3%	-4%	-1.4%	-4%[10.9 µM]
O=C1NCC(O)=C1C=NCCCO
    -5%	8%	0.7%	-6%
CCCCCn1c(=O)[nH]c2cc(C(=O)NCCCN(CC)CC)ccc2c1=O
    -7%	7%	2.0%	-2%
COc1ccccc1NC(=O)C1=C(C)Nc2nnnn2C1c1cc(Br)c(O)c(OC)c1 (configuration not stated)
    10%	-5%	?	14%[10.9 µM]
CCS(=O)(=O)c1c(Nc2ccc(F)c(Cl)c2)sc(C(=O)c2ccccc2)c1N
    -14%	-30%	1.7%	-13%[10.9 µM]
Cc1cc(C(=O)Nc2sc3c(c2C#N)CCC(C)C3)no1 (configuration not stated)
    1%	-3%	-1.2%	-13%
CCOC(=O)N1CCN(C(=O)CSc2nnc(-c3ccc(C)c(C)c3)o2)CC1
    -13%	-4%	-1.5%	-19%

Profiles, quoted from the list. Screens in order: p53ts 32C kill, p53ts 39C kill, IkB sig inh, Imprint erasure
O=C(COC(=O)CCN1C(=O)c2ccccc2C1=O)Nc1ccc(S(=O)(=O)N2CCCC2)cc1 across the screens: 4%, 0%, 0.2%, -6%
COc1ccccc1NC(=O)C1=C(C)Nc2nnnn2C1c1cc(Br)c(O)c(OC)c1 (configuration not stated) across the screens: 10%, -5%, ?, 14%[10.9 µM]
CCOC(=O)N1CCN(C(=O)CSc2nnc(-c3ccc(C)c(C)c3)o2)CC1 across the screens: -13%, -4%, -1.5%, -19%
Nc1ccn(-c2ccc(Cl)cc2)c(=O)c1 across the screens: -2%, 4%, 2.0%, -2%
Cc1cc(C(=O)Nc2sc3c(c2C#N)CCC(C)C3)no1 (configuration not stated) across the screens: 1%, -3%, -1.2%, -13%

Following part
Every second line gives: p53ts 32C kill	p53ts 39C kill	IkB sig inh	Imprint erasure
COc1ccccc1C(=O)Nc1cccc(OCc2cc(=O)n3c(C)csc3n2)c1
    -6%	-20%	?	-8%[10.9 µM]
CCOC(=O)c1ccc(N2C(=O)c3[nH]nc(-c4ccc(OCC)cc4)c3C2c2cccs2)cc1 (configuration not stated)
    8%	-3%	0.5%	-11%[10.9 µM]
O=C(Nc1ccc(Cl)cc1C(F)(F)F)c1cc(S(=O)(=O)NCc2ccccc2)ccc1F
    ?	?	?	-15%[10.9 µM]
COc1ccc(CNC(=O)Cn2nc(C)c3nn(-c4ccc(Cl)cc4)c(C)c3c2=O)cc1
    11%	-7%	-1.3%	-3%[10.9 µM]
O=C(CSc1nc(-c2ccccc2)no1)N1CCN(c2ccccc2F)CC1
    -1%	-16%	?	24%[10.9 µM]
O=C(c1ccc2c(c1)OCO2)N(CC1CCCO1)C1(C(=O)NC2CCCC2)CCCCC1 (configuration not stated)
    3%	-6%	0.4%	-15%
CC(=O)NC(CC(=O)NCC(c1ccco1)N(C)C)c1ccccc1 (configuration not stated)
    5%	12%	0.4%	-11%
COc1ccccc1CNC(=O)CS(=O)(=O)c1cccc2nsnc12
    1%	-1%	2.6%	-1%[10.9 µM]
CCCN1C(=O)c2cc(C(=O)NCc3ccc(OC)cc3)ccc2C1O (configuration not stated)
    -1%	-2%	-0.2%	-11%
Cc1ccc(-c2[nH]nc3c2C(c2cccnc2)C(C#N)=C(N)O3)cc1 (configuration not stated)
    -7%	-9%	5.0%	23%
COc1ccc(CNC(=O)c2cnc(N3CCCC3)nc2C)c(OC)c1
    5%	13%	-1.7%	19%[10.9 µM]
Cc1cccc2cc(COC(=O)COc3ccccc3)c(=O)[nH]c12
    -2%	-1%	?	-14%
COc1ccc(Nc2cc(C(=O)NCCCN(C)c3ccccc3)c3ccccc3n2)c(OC)c1
    -13%	-2%	?	-16%[10.9 µM]
COCCCNC(=O)CN1C(=O)COc2ccc(S(=O)(=O)N3CCCC3)cc21
    11%	-11%	-0.9%	-4%[10.9 µM]
COC(=O)c1ccc(NC(=O)CCNS(=O)(=O)c2cccc3nonc23)cc1
    2%	-5%	-0.6%	-3%
COc1ccc(OCc2cccc(C(=O)Nn3cc([N+](=O)[O-])cn3)c2)cc1
    -9%	12%	/	/
CC(=O)Nc1cccc(N(C)C)c1
    -6%	17%	-2.4%	0%
COc1ccc(N2C(=O)CC(NCc3ccc(F)cc3)C2=O)cc1 (configuration not stated)
    -5%	-21%	/	/
c1ccc2c(c1)nc(NCCN1CCOCC1)c1nncn12
    -5%	7%	4.6%	10%
CCc1cccc(NC(c2nnc(-c3ccccc3)o2)c2ccc(F)cc2Cl)c1 (configuration not stated)
    18%	?	?	-9%[10.9 µM]
COC(=O)CCN(c1ccccc1)S(=O)(=O)c1cc(-c2cc(C)no2)ccc1OC
    6%	2%	5.5%	-7%[10.9 µM]
Cc1c(OCC(=O)OC(C)(C)C)ccc2c3c(c(=O)oc12)CCC3
    -5%	-11%	4.7%	-4%
COc1ccc(S(=O)(=O)n2nc(C)c(S(=O)(=O)N3CCCCC3)c2C)cc1
    1%	-1%	?	-9%[10.9 µM]
CCC1=C(OC(=O)N(CC)CC)N2C(=O)OC(=NCCc3c[nH]c4ccccc34)[C@]2(C)[C@H]2C1=CC[C@H]1C(=O)N(CC(=O)OC)C(=O)[C@H]12
    2%	-6%	/	-6%
COc1ccccc1N1CCN(C(=O)C2CCCO2)CC1 (configuration not stated)
    2%	-2%	-1.6%	-6%
O=C(CCCNS(=O)(=O)c1ccccc1)NCc1ccco1
    1%	5%	/	/
CC(C)CO/N=C1/C[C@@H](O)[C@@H](O)[C@@H]2[C@@H]3C(=O)N(c4cccc(Oc5ccccc5)c4)C(=O)[C@H]3CC[C@@H]12
    2%[9.22 µM]	6%[9.22 µM]	/	/
Cc1ccnc2nc(C(=O)OCCOc3cccc(Br)c3)nn12
    -10%	-2%	0.2%	0%
COc1ccccc1CCNC(=O)C(=O)NCC(c1ccco1)S(=O)(=O)c1cccs1 (configuration not stated)
    -5%	?	0.5%	-10%[10.9 µM]
O=C(CSc1nnc(CNc2ccc(F)cc2)n1Cc1ccccc1)NCc1ccccc1
    9%	-3%	/	/
Cc1ccc(-c2ccc(=O)n(C(C)C(=O)Nc3ccccc3Cl)n2)cc1C (configuration not stated)
    -7%	-15%	?	-6%[10.9 µM]
COc1ccc(CNc2ncnc3ccc(-c4cccnc4)cc23)c(OC)c1
    -27%	-21%	-1.2%[11.4 µM]	-11%
Cc1oc(-c2ccc(Cl)cc2)nc1CN1CCCC(C(=O)NCc2ccccn2)C1 (configuration not stated)
    -6%	-5%	0.2%	-16%
COc1ccc(N(CC(=O)NCCc2ccccc2)S(=O)(=O)c2ccc(OC)c(OC)c2)cc1
    4%	-25%	-3.5%	-7%[10.9 µM]
COc1ccc2c3c(cccc13)NN=C2C
    -17%	-13%	-0.3%	/
COc1cc(CN2CCC(C(=O)N3CCC(C)CC3)CC2)cc(Br)c1O
    5%	11%	1.6%	-6%
CCN1CCc2c(sc(N)c2C#N)C1
    6%	2%	-1.9%	5%
Cc1ccc(CS(=O)(=O)CCC(=O)NCCCN2CCCC2=O)cc1
    4%	-4%	-0.9%	7%
CCOC(=O)CSC1=C(C#N)C(c2ccc(C)s2)CC(=O)N1 (configuration not stated)
    1%	-2%	6.9%	-17%
CCOCC(=O)N1CCN(c2ccc(F)cc2)CC1
    8%	13%	-0.5%	-15%
Clc1ccc(OCc2nnc(-c3ccccc3Br)o2)c(Cl)c1
    -4%	-12%	3.0%	-23%
COc1ccc(C2c3c(oc4ccccc4c3=O)C(=O)N2c2ccccn2)cc1OC (configuration not stated)
    3%	-4%	-2.2%	-8%
Cc1noc(C)c1C(=O)N1CCN(Cc2ccc3c(c2)OCO3)CC1
    0%	13%	-1.9%	-12%
O=C1CCCc2cc(S(=O)(=O)N3CCCC(C(=O)NCc4ccccc4Cl)C3)ccc2N1 (configuration not stated)
    -6%	-11%	?	-6%[10.9 µM]
Cc1sc2c(c1C)c(=O)n(CCc1ccccc1)c(=O)n2Cc1ccc(F)cc1
    1%	-9%	0.5%	-6%[10.9 µM]
O=C(CCN1C(=O)C2CC=C(Cl)CC2C1=O)Nc1ccccc1O (configuration not stated)
    7%	-1%	3.9%	-4%
Cc1nc2c3cccnc3nn2c(C)c1CCC(=O)NCc1ccccc1Cl
    -20%	8%	1.4%	-18%[10.9 µM]

2 entries from above, bar-delimited.
structure | p53ts 32C kill | p53ts 39C kill | IkB sig inh | Imprint erasure
CCOC(=O)N1CCN(C(=O)CSc2nnc(-c3ccc(C)c(C)c3)o2)CC1 | -13% | -4% | -1.5% | -19%
COc1ccc(-c2cc(C(=O)Nc3c(C(=O)c4ccc(C)c(F)c4)oc4ccccc34)no2)cc1 | -3% | -4% | -1.4% | -4%[10.9 µM]
